Source: PubChem
Mm-Cpn inhibitor – blocks the Methanococcus maripaludis chaperonin Mm-Cpn. purified Mm-Cpn ATPase, ADP Transcreener TR-FRET. Potency, µM (series often up to 76.9 µM), without a hit: at the highest dose activity, negative = inhibition, hits mostly inhibitors. hit rate 0.031% among 330,000; further: potency means the concentration at half of the fitted maximal effect; on the % scale 0 is the no-effect control and ±100 the full control effect; nearly all actives have a fitted effect of over 80% in size
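Eu-cryptate anti-ADP/ADP-d2 competition gives a ratio inversely related to ADP. Enzyme at 25 nM was pre-exposed to compound for 10 min, then given 10 uM ATP for 30 min, 37°C throughout.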
A549 viability – A549 cytotoxicity, counter-screen for Nrf2 inhibitors; A549 ARE-Fluc cells, CellTiter-Fluor viability, 18-24 h; Potency, µM (doses to about 46 µM), without a hit: at the top dose activity change, negative = cytotoxicity, usual class: inhibitors; hit rate 0.16% among 390,000; AID 504648; further: potency means the concentration at half of the fitted maximal effect; on the % scale 0 is the no-effect control and ±100 the full control effect
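A549 ARE_Fluc cells in 5% FBS OPTI-MEM were exposed to compounds in concentration-response for 18-24 h at 37 deg C. Viability was read by CellTiter-Fluor fluorescence (Ex 405/Em 525) after 30 min, before the luciferase read.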
Nrf2 inh – inhibitors of Nrf2 signaling; Potency, µM (doses to about 46 µM), for inactives: at the highest dose activity change, negative = inhibition, actives largely listed as inhibitors; A549 ARE-Fluc reporter, luciferase luminescence, 18-24 h; hit rate 2.1% among 360,000; AID 504444; further: potency means the concentration at half of the fitted maximal effect; on the % scale 0 is the no-effect control and ±100 the full control effect; nearly all actives have a fitted effect of over 60% in size
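Two sequential reads on A549 ARE_Fluc cells exposed to compound for 18-24 h: a CellTiter-Fluor fluorescence read for viability, then a luciferase luminescence read for Nrf2/ARE activity.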
HepG2 tox – counter-screen for TGF-b inhibitors: cytotoxicity in HepG2 cells; HepG2 CAGA-GFP viability, ATP luminescence, 18 h; Potency, µM (doses to about 46.1 µM), for inactives: at the top dose activity change, negative = cytotoxicity, actives largely listed as cytotoxic; hit rate 0.76% among 410,000; AID 588856; further: potency means the concentration at half of the fitted maximal effect; some results filed as inactive show a strong effect at the top dose
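CellTiter-Glo luminescence gave cytotoxicity after 18 hours at 37 degrees C. The cells were HepG2 CAGA-GFP in 1% FBS DMEM, stimulated with 500 pg/mL TGF-beta after compound addition. %Activity was normalised to no-cell wells (complete cell-killing) and DMSO (no toxicity), and curves were fitted and classified.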
CCT modulator – changes cytosolic chaperonin activity | hit rate 0.3% among 360,000 | AID 651819 | activity change, % (no concentration beside the values), hits read low | purified chaperonin ATPase assay, HTRF ADP detection, 30 min; in the data active means activity change below about -30%; further: on the % scale 0 is the no-effect control and ±100 the full control effect
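TRiC (40 or 20 nM final, by batch activity) in 30 mM Tris pH 7.4, 100 mM KCl, 5 mM MgCl2, 1 mM DTT was treated with compound at 76 uM single dose, then 10 uM ATP, 30 min at 37 °C. ADP was read by HTRF Transcreener.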
pAkt inh – inhibitors of Akt phosphorylation; hit rate 0.32% among 360,000; activity change, % for hits at 50 µM; Neuro2A IGF-stimulated pAkt S473 HTRF, 20 min; active compounds read low; AID 651550; in the data active means activity change below about -80%; inconclusive means mostly about -51% to -80%; further: on the % scale 0 is the no-effect control and ±100 the full control effect
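Single-point screen (50 µM final compound) in Neuro2A cells stimulated 20 min with 6 nM IGF at 37 deg C. After lysis, Ser473-phosphorylated Akt read by HTRF (ex 330 nm, em 615/665 nm) as the 665/615 ratio.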
Nrf2 ARE act – Nrf2 pathway activation | Potency, µM (top dose mostly 46.1 µM), for the others: at the highest dose activation, most hits filed as activators | hit rate 0.31% among 410,000 | AREc32 ARE-luciferase reporter (MCF7-derived line), luminescence, 24 h | AID 624171; further: potency means the concentration at half of the fitted maximal effect; % of control where 0% means no effect; nearly all actives have a fitted effect of over 65% in size
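Cells of the AREc32 ARE-luciferase line are plated in OPTI-MEM containing 5% FBS and left overnight at 37 deg C. Compounds are pinned in, incubation continues 24 hr, and firefly luciferase signal is then measured.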
Abeta yeast res – restores growth of yeast expressing A-beta42 peptide; AID 1347071; yeast expressing A-beta42, growth rescue, OD600, 48 h; response scale: 0% DMSO, 100% iron-clioquinol control; Potency, µM (titrated, usually from 46.1 µM), without a hit: at the top dose growth rescue, most hits filed as activators; hit rate 0.063% among 410,000; further: potency means the concentration at half of the fitted maximal effect; nearly all actives have a fitted effect of over 55% in size
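Yeast A-beta toxicity model in growth medium with pinned compounds, 48 h at 30 C; growth read as absorbance at 600 nm. Normalized to FeCl3/clioquinol equimolar mix (positive) and DMSO (negative).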
TGFb inhibitor – inhibitors of TGF-b signaling; hit rate 1.2% among 410,000; HepG2 CAGA-GFP TGF-b/SMAD3 reporter, GFP fluorescence, 18 h; TGF-beta stimulated, 500 pg/mL final; AID 588855; Potency, µM (series often up to 46.1 µM), inactives show at the top dose activity, negative = inhibition, hits mostly inhibitors; further: potency means the concentration at half of the fitted maximal effect; on the % scale 0 is the no-effect control and ±100 the full control effect; nearly all actives have a fitted effect of over 65% in size
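Smad-responsive CAGA-GFP expression was quantified in HEPG2 cells exposed to compounds and 500 pg/mL final TGF-beta for 18 h at 37 degrees C; unstimulated wells defined full inhibition.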
* hit, by the source's call; i = inactive; ? = inconclusive; / = no result given; & = joins results of further samples. Unless noted, the call rests on the fitted dose curve; in most records, active means well fitted curve in the direction sought with a large enough effect; inconclusive means small, poorly fitted or top-dose-only effect, or another doubt; inactive means no such curve, though single readings can be large; an effect the other way counts as inactive or inconclusive.

SMILES	Mm-Cpn inhibitor	A549 viability	Nrf2 inh	HepG2 tox	CCT modulator	pAkt inh	Nrf2 ARE act	Abeta yeast res	TGFb inhibitor
Cc1nnc(SCc2nnc(-c3cccs3)o2)n1C	0%	-2%	1%	0%	-3.6	i	0.1%	-9%	5%
Cc1ccc2[nH]c(-c3ccccc3)c(CN(C)C)c(=O)c2c1	4%	2%	11%	-12%	-2.6	i	0.1%	12%	?
COc1ccc(NC(=O)CSc2ccc3nc(-c4ccccc4)cn3n2)c(OC)c1	/	-16%	/	-19%	/	/	-4.7%	4%	?
CC(C)c1cc(C(=O)OCC(=O)NC2CC2)c(O)c(C(C)C)c1	/	/	/	-16%	1.2	i	2.4%	0%	1%
CN(C)CCNc1oc(COc2ccc(Cl)cc2)nc1C#N	2%	-10%	?	-18%	2.4	i	-0.4%	18%	-2%
CCOc1ccc(CN2CCN(CCCn3cccn3)CC2CCO)cc1 (stereo not drawn)	-1%	13%	12%	5%	0.2	i	0.3%	-3%	-1%
COc1ccc(CNC(=O)C2CCN(S(=O)(=O)c3cccc4nonc34)CC2)cc1	-3%	1%	8%	-7%	0.8	i	-0.9%	-4%	5%
Cc1cccc(C(=O)NNC(=O)c2ccc3ccccc3c2)c1	/	-9%	-15%	-12%	-0.3	i	0.3%	-10%	-1%
O=C1CC(c2cccc(Br)c2)C2=C(CCCC2=O)N1 (stereo not drawn)	-3%	-5%	-22%	37%	-4.0	i	-0.3%	-7%	22%
Cc1ccccc1C(=O)NCC(=O)NNC(=S)NC(=O)c1ccccc1	-2%	6%	-14%	3%	-2.5	i	3.3%	17%	11%
CCOC(=O)N1CCN(CC(=O)n2c(C)c(C)c3ccccc32)CC1	-1%	0%	4%	-15%	-1.2	i	-0.7%	-9%	0%
Cc1[nH]nc2c1C(c1cn[nH]c1-c1ccc(F)cc1)C(C#N)=C(N)O2 (stereo not drawn)	2%	?	/	-12%	-0.2	i	10%	26%	2%
O=C(Nc1cccc(Cl)c1N1CCOCC1)c1cccnc1Cl	2%	0%	1%	19%	1.7	i	0.3%	-6%	4%
COc1ccc(OC)c(-c2cc(C(=O)N3CCc4ccccc4C3)no2)c1	-4%	?	?	-27%	-3.0	i	5.7%	5%	8%
Cc1ccc(Nc2cc(C(=O)NCCCN3CCOCC3)c3ccccc3n2)c(C)c1	-8%	-1%	16%	-14%	-5.0	i	-1.0%	-4%	-4%
COc1ccc(/C(=C/Nc2cccc(Br)c2)C(C)=O)cc1OC	3%	4%	?	-3%	-4.9	i	0.1%	6%	8%
CCOC(=O)c1c(C)[nH]c(NC(=O)NNC(=O)c2ccccc2Cl)c1C	2%	-1%	-3%	-36%	0.6	i	-0.9%	-1%	19%
O=P(c1ccccc1)(c1ccccc1)C(O)c1ccco1 (stereo not drawn)	1%	-3%	2%	-3%	1.3	i	0.4%	1%	15%
COc1cc(C(=O)Nc2ccc3c(c2)N(C(=O)CN2CCN(C)CC2)c2ccccc2CC3)cc(OC)c1OC	0%	-15%	-5%	-1%	-0.2	i	6.5%	0%	26%
CCC1OC(C)Cc2[nH][nH]c(=O)c21 (stereo not drawn)	/	/	/	/	-1.4	i	-0.5%	-9%	/
CC(C)Oc1ccc(CNC(=O)c2cc3cccc4c3n2CC(C)S4)cc1 (stereo not drawn)	/	-3%	-23%	-34%	/	/	0.1%	?	?
COc1cccc(C2c3[nH]c4ccccc4c3CCN2Cc2ncc[nH]2)c1 (stereo not drawn)	4%	5%	23%	-27%	-2.0	i	16%	-2%	0%
O=C(NCc1ccccn1)Nc1cccc(F)c1	-2%	1%	6%	-3%	-0.7	i	0.0%	3%	10%
CCOc1ccccc1OCC(=O)Nc1ccc(S(=O)(=O)Nc2nc(C)cc(C)n2)cc1	-13%	?	?	-8%	-1.9	i	-0.7%	12%	-24%
CC(CNC(=O)c1ccccc1Cl)NC(=O)c1ccccc1Cl (stereo not drawn)	/	4%	?	0%	-2.4	i	-0.2%	20%	0%

Reformatted with each value named: entries from further up.
COc1cc(C(=O)Nc2ccc3c(c2)N(C(=O)CN2CCN(C)CC2)c2ccccc2CC3)cc(OC)c1OC
  Mm-Cpn inhibitor: 0%
  A549 viability: -15%
  Nrf2 inh: -5%
  HepG2 tox: -1%
  CCT modulator: -0.2
  pAkt inh: i
  Nrf2 ARE act: 6.5%
  Abeta yeast res: 0%
  TGFb inhibitor: 26%
CCC1OC(C)Cc2[nH][nH]c(=O)c21 (stereo not drawn)
  Mm-Cpn inhibitor: /
  A549 viability: /
  Nrf2 inh: /
  HepG2 tox: /
  CCT modulator: -1.4
  pAkt inh: i
  Nrf2 ARE act: -0.5%
  Abeta yeast res: -9%
  TGFb inhibitor: /
CC(C)Oc1ccc(CNC(=O)c2cc3cccc4c3n2CC(C)S4)cc1 (stereo not drawn)
  Mm-Cpn inhibitor: /
  A549 viability: -3%
  Nrf2 inh: -23%
  HepG2 tox: -34%
  CCT modulator: /
  pAkt inh: /
  Nrf2 ARE act: 0.1%
  Abeta yeast res: ?
  TGFb inhibitor: ?
COc1cccc(C2c3[nH]c4ccccc4c3CCN2Cc2ncc[nH]2)c1 (stereo not drawn)
  Mm-Cpn inhibitor: 4%
  A549 viability: 5%
  Nrf2 inh: 23%
  HepG2 tox: -27%
  CCT modulator: -2.0
  pAkt inh: i
  Nrf2 ARE act: 16%
  Abeta yeast res: -2%
  TGFb inhibitor: 0%

Going on with the list.
SMILES	Mm-Cpn inhibitor	A549 viability	Nrf2 inh	HepG2 tox	CCT modulator	pAkt inh	Nrf2 ARE act	Abeta yeast res	TGFb inhibitor
COC(=O)C(Cc1ccccc1)NC(=O)C(CC(C)C)NC(=O)OC(C)(C)C (stereo not drawn)	0%	-2%	-6%	-10%	-2.1	i	0.4%	26%	-38%
CCCn1cc(SCC(=O)NCC2CCCO2)c2ccccc21 (stereo not drawn)	2%	?	2%	-8%	-0.2	i	4.7%	6%	4%
CCOP(=O)(c1ccccc1)C1(C#N)CC1 (stereo not drawn)	1%	-3%	3%	6%	-1.7	i	-0.4%	10%	12%
COc1cc(OC)cc(-n2nc(C(=O)NCCCN3CCOCC3)c3ccccc3c2=O)c1	2%	-1%	21%	2%	-7.4	i	-0.4%	-16%	-5%
O=C(Nc1ccccc1N1CCOCC1)c1cc(=O)[nH]c2ccccc12	0%	9%	-2%	-9%	-0.8	i	0.2%	-14%	-2%
Cc1[nH]c2c(C)cccc2c1CCNC(=O)C1CCCCC1C(=O)OCC(F)(F)F (stereo not drawn)	-2%	-6%	-27%	-29%	0.2	i	0.0%	11%	-6%
CCOc1cc(C2C(C(=O)c3ccco3)=C(O)C(=O)N2CC2CCCO2)ccc1O (stereo not drawn)	0%	-5%	-2%	5%	0.3	i	0.1%	2%	-10%
CCOC(=O)/C(=C\c1ccccc1)C(=O)CCN1CCOCC1	/	-3%	-12%	6%	0.2	i	-0.2%	5%	9%
Cc1ccc(C(=O)Nc2cccc(C(F)(F)F)c2)cc1Nc1cncnc1	-5%	0%	?	-34%&-24%	-1.4&-0.7	i	0.0%&5.0%	-8%&-5%	?
CSc1ccccc1NC(=O)c1cc(C)on1	1%	-2%	27%	-8%	-3.4	i	0.1%	6%	-5%
O=C(CCCN1C(=O)c2ccccc2C1=O)OC1CSCC1NC(=O)c1ccccc1 (stereo not drawn)	0%	-3%	-2%	2%	-3.2	/	2.5%	9%	6%
COCC(=O)N1CCC(c2nc3ccccc3[nH]2)CC1	/	/	/	2%	-0.5	i	0.4%	3%	-5%
Cc1cc2n(n1)C(c1ccccc1)CC(c1ccc(Br)cc1)=N2 (stereo not drawn)	-5%	?	-5%	-31%	-5.8	i	6.1%	5%	-4%
CCN1C(=O)/C(=C/c2ccc(OCc3ccc(C(=O)O)cc3)c(Cl)c2)NC1=S	1%	0%	4%	8%	2.4	i	-0.3%	-16%	15%
c1ccc(OCc2nnnn2-c2ccccc2)cc1	0%	0%	15%	-6%	1.1	i	-0.1%	-9%	?
COc1ccc(/C=N\NC(=O)C2C(=O)NCC2c2ccccc2)cc1O (stereo not drawn)	1%	7%	?	-4%	-0.8	i	0.6%	12%	-13%
O=C(Nc1ccccc1C(F)(F)F)N1CCN(c2ccccn2)CC1	-3%	27%	21%	-17%	-4.5	i	0.1%	6%	-4%
Cc1cc(C)n(-c2cccc(Cl)c2C#N)n1	-3%	-1%	?	0%	-0.3	i	0.6%	11%	14%
O=C(NNC(=O)c1csc(N2CCOCC2)n1)c1cccnc1	1%	-2%	9%	-1%	1.1	i	2.3%	-4%	?
CN(C)CCCN=C(NO)c1ccc(Cl)cc1Cl	0%	1%	-26%	-22%	0.1	i	-1.0%	-2%	7%
Cc1cccc(S(=O)(=O)N2CCn3cccc3C2C)c1 (stereo not drawn)	-2%	-5%	-4%	-25%	-0.1	i	-0.9%	8%	-7%
O=C(CCNS(=O)(=O)c1ccc(Br)cc1)Nc1cccc(F)c1	-2%	0%	-1%	-1%	-0.3	i	-0.8%	-3%	-2%
C=CCN(C(=O)CCC(=O)Nc1cc(C)on1)C(C(=O)NC1CCCC1)c1ccc(CC)cc1 (stereo not drawn)	0%	-15%	?	-20%	2.8	i	0.1%	-9%	6%
Cc1ccccc1OCc1nnc(SCC(=O)N2CCc3ccccc32)n1C	1%	-1%	-2%	2%	-0.8	i	0.0%	-3%	-19%
COc1ccccc1NC(C#N)c1ccccc1OCc1ccccc1 (stereo not drawn)	2%	-1%	25%	-10%	-0.4	i	2.0%	7%	?
